# NCI-60 one-dose screen, 48 h, at 10 µM unless noted. Numbers give growth in % (100 = growth as untreated, 0 = no growth, -100 = all killed).
# HOP-62 – HOP-62 NSCLC | AID 1794735 | 80,000 compounds, 3.9% hits
# MOLT-4 – MOLT-4 leukemia cells | 80,000 compounds, 6.9% hits
# MDA-MB-468 – MDA-MB-468 breast cancer; 78,000 compounds, 8.5% hits
# MDA-MB-435 – MDA-MB-435 melanoma. 82,000 compounds, 7.8% hits. AID 1794794
# K-562 – K-562 leukemia; 78,000 compounds, 7.4% hits
# CCRF-CEM – CCRF-CEM leukemia. AID 1794778. 77,000 compounds, 7% hits
# RPMI-8226 – RPMI-8226 leukemia cells; 77,000 compounds, 7.5% hits
# SR – SR leukemia cells; 73,000 compounds, 8.7% hits
# Numbers without * were called inactive; . = no result given; & = joins results of further samples. Rule for the calls: active = growth percent below 10; inactive = the rest.
SMILES,HOP-62,MOLT-4,MDA-MB-468,MDA-MB-435,K-562,CCRF-CEM,RPMI-8226,SR
Cc1csc(NC(c2ccc(Br)cc2)c2cn(C)c3ccccc23)n1 (centres undefined),91,71,90,95,61,93,72,78
O=C(Nc1nc(-c2ccc(Cl)cc2)cc(-c2ccc(Cl)cc2)n1)c1ccncc1,89,75,112,100,86,99,90,107
Cc1ccc2[nH]c(-c3ccc(S(C)(=O)=O)cc3)c(/C=N/O)c2c1,79,88,103,96,76,83,81,.
CSc1nc2sc3cc(Cl)c(Cl)cc3n2c(=O)c1C#N,91,109,86,99,67,72,.,109
N#C/C(=N\Nc1ccc(Cl)cc1)C(=O)Nc1cc(-c2ccccc2)nn1-c1ccccc1,61,26,7.6*,29,12,15,1.8*,89
Cc1ccc2c(-c3cc(-c4cc5ccccc5oc4=O)nc(N)c3C#N)cc(=O)oc2c1,68,98,89,90,98,.,.,91
O=C1C(=O)C(Cl)=C(Cl)C(Cl)=C1Cl,110,93,110,106,109,95,99,92
Nc1ccc(I)cc1,.,85,102,87,50,87,90,104
O=C1NC(c2ccc(Cl)c(Cl)c2)=C/C1=C/c1ccccc1[N+](=O)[O-],93,93,140,103,96,97,95,82
CCOC(=O)CN1C(=O)CSC1=S,105,84,100,104,86,97,107,86
O=C(CNCCCCCNCC(=O)OC1CCCCC1)OC1CCCCC1,108,125,123,114,123,115,112,112
Cc1nn(-c2ccc(Cl)cc2)c(C)c1N=Nc1ccc2oc(=O)ccc2c1,92,89,99,85,74,82,72,67
O=C(O)CCCCCNC(=S)NCCCCCC(=O)O,107,89,98,106,92,.,99,85
O=C(NNC(=S)Nc1ccc(Cl)cc1)c1ccc(Nc2ncnc3c2cnn3-c2cccc(F)c2)cc1,92,85,101,100,86,84,81,76
NC(=S)N/N=C/c1cc(Cl)sc1Cl,109,96,99,103,97,95,72,94
c1coc(-c2cc(-c3cc(-c4ccco4)on3)no2)c1,105,117,88,112,109,102,121,118
O=C(Nc1ccc(OCc2nnc(-c3ccc(Cl)cc3)o2)c(F)c1)c1ccccc1,59,91,78,99,95,99,88,85
Fc1cccc(COc2cccnc2NC(=S)NCc2ccccc2)c1,90,.,100,98,.,96,97,.
CC1OCOC(CO)C(O)C1O (centres undefined),122,115,89,112,118,106,109,113
N#CC1(NC(Cc2ccccc2)c2ccccc2)CCCCCCCCCCC1 (centres undefined),96,102,103,89,96,90,90,106
N=C(N)n1ncc2c1CCC/C2=N/N=C(N)N,95,90,.,109,86,109,107,110
CCOC(=O)c1ccccc1C(=O)OC1CCCCC1,94,94,107,100,95,92,99,92
COc1ccc(-c2cc(-c3ccc(N)cc3)[nH]c(=O)c2C#N)cc1O,88,107,95,99,95,106,109,85
c1ccc2cc3c(cc2c1)Cn1c-3nc2ccccc21,98,79,67,116,102,112,99,.
CCO/C=C1\SC(=S)N(c2cccc(C)c2)C1=O,89,96,102,103,99,.,92,88
# Following part
SMILES,HOP-62,MOLT-4,MDA-MB-468,MDA-MB-435,K-562,CCRF-CEM,RPMI-8226,SR
COC(=O)C1CC(=O)N(C(=O)Nc2ccc(Cl)cc2Cl)C1 (centres undefined),86,95,98,107,93,103,99,.
COc1ccc(/C=C2\CN(C(=O)CCN3CCC(=NO)CC3)C/C(=C\c3ccc(OC)cc3)C2=O)cc1,45,0.5*,-27*,-61*,4.2*,0.6*,-11*,2.2*
Cc1nc2cc(Nc3nc(Cl)nc(Nc4ccc(F)cc4)n3)ccc2n1Cc1ccccc1,88,91,76,96,85,79,15,58
O=C1/C(=C/c2ccc(Cl)cc2)Sc2c(Br)cccc21,81,86,123,103,94,87,74,48
O=C(O)c1cc(=O)[nH]c(=O)[nH]1,107&115,92&99,81&98,113&97,115&106,74&105,72&98,104
CCCCCCC(=O)c1cccnc1,.,109,100,107,100,115,118,104
CCNc1cccc(S(=O)(=O)O)c1,96,104,95,110,111,103,103,108
N#Cc1cc(Cl)c2c(c1)CN(c1ncc(Cc3cccc(C(N)=O)c3)s1)CC2,108,46,45,82,55,57,41,54
O=C(c1ccccc1)c1ccc(N2C(=O)C3C4c5ccccc5C(/C=C/C(=O)c5ccccn5)(c5ccccc54)C3C2=O)cc1 (centres undefined),24,16,22,4.7*,16,11,4.0*,14
O=C(/C=C/c1cccc(Cl)c1)c1ccc(NC(=O)N2CCN(c3cc4c(cc3F)c(=O)c(C(=O)O)cn4C3CC3)CC2)cc1,107,100,94,101,101,105,102,87
COC(=O)C12C3C(=O)N(c4ccc(Cl)cc4)C(=O)C3C(c3cn(-c4ccccc4)nc3-c3ccccc3)N1[C@H](c1cn(-c3ccccc3)nc1-c1ccccc1)[C@@H]1C(=O)N(c3ccc(Cl)cc3)C(=O)[C@@H]12 (some centres undefined),129,95,98,106,108,109,101,108
c1ccc(Cn2cc3c(c2-c2ccccc2)CCc2cnc(Nc4ccccc4)nc2-3)cc1,96,62,83,87,57,83,.,.
Cc1ccc2nc(-c3c(C)nn(-c4ccccc4)c3Oc3ccccc3)[nH]c2c1,99,89,122,102,84,124,103,75
Cn1c(=O)c2nc(CCC(=O)NC3CCCCC3)c(=O)[nH]c2n(C)c1=O,102,105,87,100,107,107,90,116
O=C1CCc2cc(C(=O)CSc3ccc(Cl)cc3Cl)ccc2N1,101,99,88,96,93,134,98,118
CCCCCCCCCCCCCCCCNC(=S)N/N=C/c1ccccc1O,84,68,97,97,92,57,65,92
O=C1c2cc(I)ccc2Oc2cc([N+](=O)[O-])ccc2N1c1ccc(Br)cc1F,91,70,105,95,80,100,108,.
COc1ccc(-c2c3c(N)nc(-c4ccncc4)nc3nc3c2c(C)nn3-c2ccccc2)cc1,63,51,73,54,.,.,84,17
CN(C)CCOc1c(Cc2ccccc2)ccc2ccccc12,105,89,80,99,87,89,90,87
COC(=O)c1ccc2c(c1)CN(Cc1ccccc1)CO2,116,97,104,96,92,97,102,96
C=CCNC(=O)Cc1c(-c2ccccc2)oc2cc(OC)c(OC)c(OC)c12,100,103,100,104,94,102,104,96
CC1=C[C@H](N(C)C)[C@H]2C[C@@H]1C2(C)C,108,90,111,96,98,90,92,94
Cc1cc(Cl)c2c(N(C)C)cccc2n1,102,98,77,106,60,90,104,75
[N-]=[N+]=NC(=O)c1cc2ccccc2cc1O,90,102,132,99,108,103,110,101
c1ccc(CCN2CCC3CC2c2ccccc23)cc1 (centres undefined),89,91,97,93,83,92,96,86
# Continuation:
SMILES,HOP-62,MOLT-4,MDA-MB-468,MDA-MB-435,K-562,CCRF-CEM,RPMI-8226,SR
CC(=O)/C(C)=C\c1ccc(O)cc1,103,98,100,114,100,98,101,100
O=c1c2cc(F)ccc2sc2c(Cl)nc3ccc(Cl)cc3c12,95,110,113,103,108,92,112,.
OCC1OC(O)C(O)C(O)C1O (centres undefined),99,97,121,113,110,92,110,106
CC(=O)Nc1ccc2c(c1)C(=O)c1cccc(C(=O)O)c1-2,99,107,91,102,115,103,105,123
CCc1ccc(NC2CC(=O)N(CCc3ccccc3)C2=O)cc1 (centres undefined),98,99,98,98,102,102,98,98
CCOC(=O)c1ccccc1-c1c2cc(Br)c(=O)c(Br)c-2oc2c(Br)c(O)c(Br)cc12,89,95,127,112,106,97,112,96
COc1cccc2c1n([O-])c1cccc(OC)c1[n+]2=O,.,26,.,91,38,9.0*,32,20
ClC(Cl)c1nc(-c2ccco2)n2nc(-c3ccccc3)cc2n1,-1.0*,67,-54*,25,51,90,-26*,87
O=C(O)c1c2ccccc2nc2ccccc12,.,113,99,109,101,107,104,107
C=CCCCOC1[C@H](OCc2ccccc2)C(OCc2ccccc2)C(OC)O[C@@H]1CNC(=O)c1ccccc1 (some centres undefined),81,44,77,89,62,.,43,25
COC(=O)C(Cc1ccccc1)NS(=O)(=O)c1ccc(C)cc1 (centres undefined),105,112,91,103,127,104,99,102
CCCCCCCCN(Cc1ccccc1)CC(O)c1ccncc1 (centres undefined),92,87,107,96,99,114,100,74
CCCC(C)(C)COC(=O)c1ccccc1Cl,83,92,88,.,112,80,96,98
CCOC(=O)C[C@@H]1C(=O)N2CC[C@]3(C(=O)Nc4ccc(Br)cc43)[C@H]2C[C@@H]1C(=O)OCC,111,106,102,105,96,102,97,112
N#CCCCCN1CCCCC1,105,127,101,103,114,116,117,.
CCOP(=O)(OCC)C(NC(=O)CNC(=O)c1ccccc1C(=O)O)C(=O)N1CCCCC1 (centres undefined),108,100,108,102,103,95,105,95
C[C@@H]1CC[C@@H]2[C@@H]1[C@H](OC(=O)c1ccc3ccccc3c1)[C@]1(C3CCCCC3)C[C@@H](OC(=O)CO)[C@@]2(C)O1,68,.,64,72,40,48,31,.
Cc1ccc(-c2c3c(C)nn(-c4ccccc4)c3nc3nc[nH]c(=O)c23)cc1,110,89,99,91,94,.,83,74
C/C(=N\Nc1ncnc2cc(Cl)ccc12)c1ccc(-n2cc[n+](C)c2)nc1,93,102,86,96,83,101,97,69
CCSc1nc(Cl)cc(Cl)n1,83,93,102,98,99,60,58,79
CSc1ncc(Br)c(Nc2ccc(Br)cc2)n1,78,84,96,114,84,86,92,88
c1csc(CCCN2CCCCC2)c1,106,94,103,97,.,109,104,94
CCN(CC)C(=O)Oc1ccc2c(C)cc(=O)oc2c1,98,95,102,100,96,96,107,.
Cc1ccc(C(=O)Nc2ccc(N3CCOCC3)cc2)cc1Nc1ncnc2nc[nH]c12,102,94,108,101,.,101,60,96
O=C(/C=C/C=C/c1ccccc1)c1ccccc1O,94,97,96,102,103,.,85,.
# New compounds follow.
SMILES,HOP-62,MOLT-4,MDA-MB-468,MDA-MB-435,K-562,CCRF-CEM,RPMI-8226,SR
COC(=O)CCCCCCCCCC(=O)O,107,.,131,95,90,88,89,89
COc1nc2c(c(=O)[nH]1)C1(C(=O)Nc3ccccc31)c1c(nc(OC)[nH]c1=O)N2,93,99,113,106,104,123,116,103
CCOC(=O)c1cnc2cc(Cl)cc(Cl)c2c1Nc1cccc(S(N)(=O)=O)c1,101,107,101,99,95,109,105,115
Clc1cc(Cl)cc(N2N=C(c3cccc(Nc4ccncc4)c3)CC2c2ccc(Br)cc2)c1 (centres undefined),34,4.0*,45,-15*,1.7*,-13*,21,3.3*
COc1ccc(-c2cc(Cc3cccs3)c(=O)n(Cn3cncn3)n2)cc1,110,93,102,106,98,102,99,84
Cc1ccc(N(CC(=O)Nc2ccc(S(=O)(=O)N3CCC(N4CCCC4)CC3)cc2)S(=O)(=O)c2ccc(Cl)cc2)cc1,68,2.3*,-20*,-88*,-45*,3.0*,-3.7*,-29*
COc1ccc(Oc2nc(NCCCCN(C)C)ncc2[N+](=O)[O-])cc1,101,98,80,96,102,59,94,100
C[n+]1cc[nH]c1CN(c1ccc(Cl)cc1)[C@@H]1c2cc(S(=O)(=O)N3CCCCC3)ccc2OC(C)(C)[C@H]1O,114,83,82,98,74,100,83,109
Nc1c(C(=O)c2ccccc2)sc2nc(-c3cccs3)cc(-c3cccs3)c12,60,45,31,-14*,19,40,58,24
COc1ccc(/C=C2/SC(=O)N(c3nc(N4CCCC4)nc(N4CCCC4)n3)C2=O)cc1,100,92,104,97,94,90,92,.
Nc1ncnc2nc(N3CCOCC3)[nH]c12,97,115,111,106,100,105,.,106
O=C(CS(=O)(=O)c1oc(-c2ccc(Cl)cc2)nc1S(=O)(=O)c1ccc(Cl)cc1)N1CCOCC1,84,.,-5.0*,47,.,-35*,-9.6*,.
COC(=O)c1c(C(=O)OC)c2n(CC(=O)Nc3cccc4cccnc34)c3ccccc3n2c1C(=O)c1ccc([N+](=O)[O-])cc1,97,103,103,.,95,101,.,117
COc1ccc(Cc2nc(C#N)c(N3CCN(c4ccc(F)cc4)CC3)o2)cc1,96,88,78,85,75,84,93,89
CCOc1ccccc1CC(O)CN(CC)CC (centres undefined),97,88,107,108,90,73,105,72

# Five structures already listed, ordered by molar mass, high to low:
SMILES,HOP-62,MOLT-4,MDA-MB-468,MDA-MB-435,K-562,CCRF-CEM,RPMI-8226,SR
COC(=O)c1c(C(=O)OC)c2n(CC(=O)Nc3cccc4cccnc34)c3ccccc3n2c1C(=O)c1ccc([N+](=O)[O-])cc1,97,103,103,.,95,101,.,117
C[n+]1cc[nH]c1CN(c1ccc(Cl)cc1)[C@@H]1c2cc(S(=O)(=O)N3CCCCC3)ccc2OC(C)(C)[C@H]1O,114,83,82,98,74,100,83,109
COc1ccc(/C=C2/SC(=O)N(c3nc(N4CCCC4)nc(N4CCCC4)n3)C2=O)cc1,100,92,104,97,94,90,92,.
Nc1c(C(=O)c2ccccc2)sc2nc(-c3cccs3)cc(-c3cccs3)c12,60,45,31,-14*,19,40,58,24
CCOc1ccccc1CC(O)CN(CC)CC (centres undefined),97,88,107,108,90,73,105,72

# Entries of single compounds from above. Order of screens: HOP-62 | MOLT-4 | MDA-MB-468 | MDA-MB-435 | K-562 | CCRF-CEM | RPMI-8226 | SR
# Entry for COc1ccc(-c2cc(Cc3cccs3)c(=O)n(Cn3cncn3)n2)cc1 = 110 | 93 | 102 | 106 | 98 | 102 | 99 | 84
# Entry for Nc1ncnc2nc(N3CCOCC3)[nH]c12 = 97 | 115 | 111 | 106 | 100 | 105 | . | 106
# Entry for Nc1c(C(=O)c2ccccc2)sc2nc(-c3cccs3)cc(-c3cccs3)c12 = 60 | 45 | 31 | -14* | 19 | 40 | 58 | 24
# Entry for Clc1cc(Cl)cc(N2N=C(c3cccc(Nc4ccncc4)c3)CC2c2ccc(Br)cc2)c1 (centres undefined) = 34 | 4.0* | 45 | -15* | 1.7* | -13* | 21 | 3.3*
# Entry for COc1ccc(Cc2nc(C#N)c(N3CCN(c4ccc(F)cc4)CC3)o2)cc1 = 96 | 88 | 78 | 85 | 75 | 84 | 93 | 89

# Source: PubChem BioAssay
